Runt-CBFb FRET: inhibitors of RUNX1 Runt–CBFb binding, primary screen, biochemical, FRET, Cerulean-Runt, Venus-CBFb, uHTS; Runt-related transcription factor 1 (Homo sapiens) + Core-binding factor subunit beta …; Cerulean-Runt/Venus-CBFb FRET ratio 530/480, 1 h; inhibition, % at 20 µM; 220,000 compounds, 0.46% hits;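 active = inhibition over about 50% at 20 µM in the single-dose screen, limit read from the data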;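 also: 0% = DMSO wells and 100% = excess unlabeled CBFb competitor control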
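Buffer or medium: Tris pH 7.5 buffer with BSA. Assay system: Cerulean-labeled Runt domain protein. Amount: each fluorescent fusion protein 100 nM. Read-out basis: loss of energy transfer signal. Incubation: 1 h compound exposure, room temperature. Probe or stimulus: Venus-CBFb binding partner, 100 nM. Detection: FRET, excitation 422 nm, emission at 530 and 480 nm.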
NPY-Y1 antag: NPY-Y1 receptor antagonists, primary screen, cell-based | HEK293-CNG Y1 cells, membrane potential fluorescence; NPY at EC95, then isoproterenol | inhibition, % at 3.6 µM | 200,000 compounds, 1% hits | AID 1040, 2008;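 active = inhibition above the campaign mean inhibition of all tested compounds plus 3 SD, cut at about 20% in these data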;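 also: 0% = DMSO wells given NPY plus isoproterenol and 100% = isoproterenol alone without NPY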
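Test system – HEK293 Y1/CNG channel cell line · Also added – NPY agonist 25 nM, then isoproterenol 1 µM plus Ro 20-1724 25 µM · Compound dosing – one concentration, 3.6 µM, in 0.4% DMSO · Schedule – compound incubation 1 h at room temperature, readout 45 min post-stimulation · Technique – fluorescence, membrane potential probe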
RBBP9 inh: human RBBP9 inhibitors, primary screen, biochemical, fluorescence polarization, FP-Rh probe, HTS; Serine hydrolase RBBP9 (Homo sapiens), O75884; recombinant RBBP9; inhibition, % at 7.94 µM; 220,000 compounds, 0.2% hits; AID 1515, 2009;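 active = inhibition above the campaign mean of all tested compounds plus 3 SD, cut at about 14% in these data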;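 also: plate controls were DMSO wells with RBBP9 for no effect and wells lacking RBBP9 protein for full effect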
Target sequence (O75884 whole entry, looked up): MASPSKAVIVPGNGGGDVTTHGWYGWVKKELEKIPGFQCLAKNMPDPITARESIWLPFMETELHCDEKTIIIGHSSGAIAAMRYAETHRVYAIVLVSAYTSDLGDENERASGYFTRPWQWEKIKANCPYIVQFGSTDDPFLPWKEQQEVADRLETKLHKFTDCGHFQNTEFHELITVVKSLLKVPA
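Controls: DMSO-treated enzyme wells and wells lacking RBBP9 | Material: RBBP9 protein | Technique: Fluorescence polarization | Replication: Single well per compound, no replicates | Buffer or medium: Tris-NaCl-Pluronic buffer, pH 8.0 | Timing: 30 min compound preincubation, 45 min probe labeling, 25 °C | Read-out basis: Percent inhibition from mP, scaled between DMSO and no-protein wells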
BaF3 parental: parental Ba/F3 cell viability inhibition, counter-screen for JAK2V617F inhibitor project, murine pro-B, CellTiter-Glo luminescence; AID 1486, 2009; CellTiter-Glo ATP luminescence; 220,000 compounds, 1.1% hits; inhibition, % at 5.6 µM;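 active = inhibition above a per-campaign cutoff, the mean inhibition of all tested compounds plus 3 SD, cut at about 27% in these data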;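 also: 0% = DMSO wells and 100% = JAK Inhibitor I control wells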
S1P4 ag: S1P4 receptor agonists, primary screen, cell-based. 220,000 compounds, 0.35% hits. AID 1509, 2009. Sphingosine 1-phosphate receptor 4 (Homo sapiens), O95977. S1P4-expressing cell line, agonist reporter assay. activation, % at 4.98 µM; in the data active = activation above about 11%;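 also: 0% = DMSO vehicle and 100% = reference agonist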
Target sequence (O95977 whole entry, looked up): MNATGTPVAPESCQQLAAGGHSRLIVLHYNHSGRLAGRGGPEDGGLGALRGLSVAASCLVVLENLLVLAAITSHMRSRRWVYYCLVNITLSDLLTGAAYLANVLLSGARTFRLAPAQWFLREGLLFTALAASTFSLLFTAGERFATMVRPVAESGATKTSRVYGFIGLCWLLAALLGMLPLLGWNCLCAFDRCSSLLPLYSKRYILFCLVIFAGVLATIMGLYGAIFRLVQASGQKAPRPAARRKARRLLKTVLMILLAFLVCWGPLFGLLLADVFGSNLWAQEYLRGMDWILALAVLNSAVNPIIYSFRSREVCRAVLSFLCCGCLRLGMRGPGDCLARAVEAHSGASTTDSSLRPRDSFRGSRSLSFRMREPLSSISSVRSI
NPY1 pot ag: NPY-Y1 receptor potentiators or agonists, primary screen, cell-based; Neuropeptide Y receptor type 1 (Homo sapiens), P25929; activation, % at 3.6 µM; 220,000 compounds, 0.37% hits; NPY-Y1 expressing cells, potentiator/agonist activation; in the data active = activation above about 33%, passing the limit was not always enough;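 also: cells stimulated with NPY at EC10 then isoproterenol at EC100; 0% = low agonist plus stimulus and 100% = saturating agonist plus stimulus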
S1P4 antag: S1P4 receptor antagonists, primary screen, cell-based; 220,000 compounds, 0.26% hits; S1P4-expressing cells, antagonist mode, reporter read-out; inhibition, % at 4.98 µM; Sphingosine 1-phosphate receptor 4 (Homo sapiens), O95977; in the data active = inhibition above about 29%;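 also: 0% = wells stimulated with agonist and 100% = vehicle wells without agonist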
NPY2 pot ag: NPY-Y2 potentiators or agonists, primary screen, cell-based. Neuropeptide Y receptor type 2 (Homo sapiens), P49146. cells expressing NPY-Y2, potentiator/agonist read-out. activation, % at 3.6 µM. 220,000 compounds, 0.45% hits. AID 1359, 2008; in the data active = activation above about 27%;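 also: cells stimulated with NPY near EC25 plus isoproterenol at EC100; 0% = vehicle plus submaximal agonist and 100% = vehicle plus saturating agonist; some results beyond the cut were filed as inactive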
Target sequence (P49146 whole entry, looked up): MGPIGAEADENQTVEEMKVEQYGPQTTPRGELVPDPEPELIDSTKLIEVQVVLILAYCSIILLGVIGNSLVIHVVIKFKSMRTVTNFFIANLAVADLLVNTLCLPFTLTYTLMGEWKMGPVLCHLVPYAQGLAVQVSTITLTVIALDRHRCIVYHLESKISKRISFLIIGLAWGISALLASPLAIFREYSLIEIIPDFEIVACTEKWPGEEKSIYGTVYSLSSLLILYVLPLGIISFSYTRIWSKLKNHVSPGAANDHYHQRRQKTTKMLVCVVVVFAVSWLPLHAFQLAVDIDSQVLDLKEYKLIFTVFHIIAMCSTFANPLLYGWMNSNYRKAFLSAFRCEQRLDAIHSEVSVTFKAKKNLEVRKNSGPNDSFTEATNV
Ba/F3 V617F tox: reduced viability of JAK2V617F-dependent Ba/F3 cells, primary screen, JAK2V617F inhibitor project, cell-based, Ba/F3 EpoR-JAK2V617F, luminescence; ATP luminescence; inhibition, % at 5.6 µM; 220,000 compounds, 1.1% hits; AID 1446, 2008;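 active = inhibition above the campaign mean plus 3 SD over all tested compounds, cut at about 24% in these data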;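 also: cytokine-independent growth of Ba/F3 cells driven by EpoR plus mutant JAK2; 0% = DMSO-treated cells and 100% = JAK inhibitor I control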
An asterisk follows results filed as active; nt = no result given.

SMILES	RBBP9 inh	S1P4 ag	S1P4 antag	NPY1 pot ag	Ba/F3 V617F tox	NPY-Y1 antag	Runt-CBFb FRET	BaF3 parental	NPY2 pot ag
Cc1nc2ccc(S(=O)(=O)NCC(=O)O)cc2s1	-4	-0.4	-6	-11	-2	7	5	6	0
O=C(c1ccccc1)c1c[nH]c(C(=O)NNc2cccc(Cl)n2)c1	5	-1.9	-4	25	6	0	5	8	-2
CCN(CC)S(=O)(=O)c1ccc(C(=O)NCc2ccc(C)cc2)cc1	-5	-0.1	-2	15	-1	-4	-2	6	-30
CCCCc1ccc(/C=C2\C(=O)c3ccccc3C(O)=C2C(=O)OCC)cc1	-4	-1.0	36*	-24	-1	-1	24	3	-37
Cc1ccc(S(=O)(=O)NCC(=O)OCC(=O)Nc2ccccc2OC(F)F)cc1	-5	-1.6	-19	-20	-5	-4	0	0	-5
CCN(CC)C(=O)c1ccc(NS(=O)(=O)c2ccc(/C=C/C(=O)O)cc2)cc1	-5	-0.3	-20	9	2	-1	0	6	5
CN1CCN(C(=O)c2cc3nc(-c4ccccc4)cc(-c4ccccc4)n3n2)CC1	0	-2.2	-8	-56	3	7	-2	11	-28
CC(=O)C(Cl)C(=O)Nc1ccccc1 (configuration not stated)	0	1.8	4	-3	0	-7	17	4	-3
O=C(COc1cccc(Cl)c1)NNC(=S)Nc1ccccc1	-8	-0.4	-8	2	5	10	18	9	3
COC(=O)C(CC(=O)c1ccc(Cl)cc1)c1ccc(C(C)C)cc1 (configuration not stated)	-8	-0.1	-1	-49	-1	4	-3	9	-31
CC(C)CN(CC(C)C)CC(O)COc1ccccc1Br (configuration not stated)	-8	1.7	-19	-22	-4	14	-6	1	-8
CN1CCN(CCCNC(=O)c2cn(C)c3ccc(S(=O)(=O)N(C)C)cc3c2=O)CC1	-4	0.8	-8	-1	-1	1	-1	3	2
Fc1ccc(/C=N/Nc2nn[nH]n2)cc1	-4	-0.1	-5	12	-1	5	2	10	0
CCOc1ccc(NC(=S)N(CCOC)C(C)c2cccnc2)cc1 (configuration not stated)	-4	-1.2	3	-4	5	3	1	7	-8
CCOC(=O)c1[nH]ncc1CN1CCCC(C(=O)c2ccc(C(C)(C)C)cc2)C1 (configuration not stated)	-1	0.0	-6	-3	5	-1	-1	6	-7
COC(=O)C1=COC(C)C2CN3CCc4c([nH]c5cc(OC)c(OC)cc45)C3CC12 (configuration not stated)	1	0.9	-30	7	0	nt	-16	-3	-1
Cc1c(-n2cc(C(=O)c3ccccc3O)cc(C#N)c2=O)c(=O)n(-c2ccccc2)n1C	-1	1.1	-9	-7	0	2	-5	5	12
C/C=C(\C)C(=O)NCCN1C2=NC[C@@H](Cc3ccccc3)N2C[C@H]1Cc1ccc(O)cc1	-1	3.2	-3	-1	-1	1	1	-4	-4
CC(C)[C@H](NC(=O)OC(C)(C)C)c1nnc(SCc2cccc(F)c2)o1	-6	0.7	-22	-1	-4	0	-1	0	7
O=[N+]([O-])c1cc2c(cc1[N+](=O)[O-])OCCOCCOCCOCCO2	1	0.1	6	8	0	-2	2	7	7
O=C(NCc1cccnc1)c1noc2c1CCCC2	-6	-3.0	-9	19	-4	2	2	2	8
O=S(=O)(Cc1ccc(Cl)cc1)Nc1ccc(Cl)cn1	-3	0.1	2	-16	-4	13	0	2	-28
O=C(CNCCCO)Nc1cc(C(F)(F)F)cc(NC(=O)CNCCCO)c1Cl	-2	0.6	-15	-5	2	0	0	5	-5
COc1ccc(CCNC(=O)CSc2cc(=O)[nH]c(N)n2)cc1OC	-10	0.0	-15	-1	0	-10	0	3	6
CC(Oc1ccc(Cl)cc1Cl)c1nc(-c2ccccn2)no1 (configuration not stated)	-3	-0.1	-2	7	-2	5	-1	4	-2

Some entries already given, limited to S1P4 ag, Runt-CBFb FRET and Ba/F3 V617F tox:
molecule | S1P4 ag | Runt-CBFb FRET | Ba/F3 V617F tox
COc1ccc(CCNC(=O)CSc2cc(=O)[nH]c(N)n2)cc1OC | 0.0 | 0 | 0
C/C=C(\C)C(=O)NCCN1C2=NC[C@@H](Cc3ccccc3)N2C[C@H]1Cc1ccc(O)cc1 | 3.2 | 1 | -1

(next part)
SMILES	RBBP9 inh	S1P4 ag	S1P4 antag	NPY1 pot ag	Ba/F3 V617F tox	NPY-Y1 antag	Runt-CBFb FRET	BaF3 parental	NPY2 pot ag
Cc1ccsc1CN1CCN(c2ccccn2)CC1	0	0.2	-5	-1	-1	-5	0	5	6
CCCCCn1c2c(c(=N)c3ccccc31)CCC2	3	0.8	1	-46	89*	nt	-12	69*	4
CCCCC(=O)Nc1ccc(NC(=O)c2cccs2)cn1	-7	-1.8	-10	-3	2	4	nt	6	-12
CS(=O)(=O)Nc1ccc(Br)cc1C(=O)c1ccccc1	6	-1.0	4	-12	0	2	-1	6	1
N=C1N(/N=C/c2ccccc2)C(=Nc2ccccc2)C(=S)N1c1ccccc1	-8	3.7	-16	8	0	3	3	5	-5
COc1cc(OC)c(OC)cc1/C=C1/C(=O)N=C(N)N1C	1	-1.5	-5	-29	-6	6	-2	-2	1
CCOC(=O)Cc1csc(SCC(=O)Nc2cc(C)ccc2OC)n1	0	-1.0	-88	-5	3	6	2	7	6
Cc1nnc(NC(=O)c2ccc(C)c(S(=O)(=O)N3CCOCC3)c2)s1	0	0.3	8	-24	2	1	1	4	-8
COC(=O)c1ccc(N2C(=O)CC(SCCN)C2=O)cc1 (configuration not stated)	-4	-2.3	-3	30	-1	-2	1	3	-9
COC1CCCCC1Nc1cc(C)ccc1C (configuration not stated)	-1	8.5	-11	-9	-2	1	0	0	-2
Cc1ccc(NC(=S)NC2CC3CCCC(C2)N3Cc2cccs2)cc1 (configuration not stated)	-6	0.2	-3	-9	1	7	-3	-1	-10
CCOCC(=O)Nc1nnc(Cc2ccc(OC)cc2)s1	-5	0.8	-9	-19	1	0	1	2	-1
COc1ccc(NS(=O)(=O)c2ccc(NC(=O)c3ccccc3)cc2)nn1	1	-0.6	-5	4	1	-3	0	5	11
CCC(C)C(=O)Nc1nnc(-c2cccs2)s1 (configuration not stated)	9	1.1	8	25	1	-4	2	0	11
Cc1ccc(/C=N/NC(=O)c2ccoc2C)s1	4	-1.9	-12	-15	-2	-5	-2	1	-12
CCOC(=O)c1c(C)n(C)c2ccc(O)c(CN3CCCCC3)c12	5	-2.3	16	0	1	18	2	4	10
CN(Cc1nc2ccccc2c(=O)[nH]1)Cc1cc(=O)oc2ccc3ccccc3c12	-11	3.0	-15	11	-3	3	1	3	-14
Cc1cc(N2CCC(C)CC2)n2ncc(-c3ccccc3)c2n1	2	-0.6	-18	-59	-2	13	-3	-1	-12
C#CCOCCOCCOCCNc1nc(N2CCN(C(=O)[C@H]([C@@H](C)CC)n3cc([C@@H](N)CO)nn3)CC2)nc(N2CCN(C(=O)[C@H](Cc3ccc(O)cc3)n3cc([C@@H](N)CC(C)C)nn3)CC2)n1	-5	-1.0	1	6	2	-4	1	-5	-5
Cc1ccc(C)c2[nH]c(=O)c(CN(Cc3ccco3)C(=O)Nc3ccccc3)cc12	-9	-1.6	-7	-33	2	11	1	6	-4
CC(=O)N1CCN(c2ccc([N+](=O)[O-])c(-n3nc(C)cc3C)c2)CC1	-5	-0.4	-6	-12	2	3	-1	6	-4
Nc1nc(NC(=O)c2ccco2)nn1-c1ccccc1	-10	-0.6	-22	-15	3	6	-1	1	2
C=CCn1c(COc2cccc(C)c2)nnc1SCC(=O)NC(=O)NCc1ccco1	-7	-1.9	-22	-14	-4	-3	6	-1	-6
O=C(Nc1cccnc1)c1cc2cc(Br)ccc2oc1=O	-4	1.7	-10	18	0	1	-5	-1	7
CCC(C)c1ccc2oc(-c3ccc(NC(=O)c4ncn[nH]4)cc3)nc2c1 (configuration not stated)	-11	5.3	-6	-4	0	-1	3	4	35*
O=C(CCCC(=O)OCC(Cl)=C(Cl)Cl)Nc1ccccc1F	-3	3.2	-16	-13	2	-1	0	3	-9
c1ccc(CCNc2c3c(nc4ncnn24)CCC3)cc1	-3	0.3	-44	-1	-3	2	2	3	2
CC(C)n1c(O)c(N=NC(=O)C2COc3ccccc3O2)c2ccccc21 (configuration not stated)	-6	-2.4	0	3	2	3	-3	10	-4
COc1ccccc1Nc1nc(N)nc(CSc2nccn2C)n1	-7	-2.2	-23	13	-5	-2	1	3	4
CCc1c(C)[nH]c(=S)c(C#N)c1C	-6	2.0	-7	2	-2	3	-1	2	6
O=C(Nc1ccc(Cl)cc1)Nc1ccccc1Sc1ncc([N+](=O)[O-])s1	0	0.9	13	16	-3	nt	26	-3	15
Cc1cc(C(=O)NC2CCCCC2)c(C)n1-c1ccc(F)cc1	-4	0.3	-7	-7	-1	13	4	3	-3
CCCOc1ccc(N2C(=O)CC(N3CCOCC3)C2=O)cc1 (configuration not stated)	3	-0.9	5	6	-2	-2	2	4	-1
CCO[C@@H]1OC(C(=O)N2CCCCCCC2)=C[C@H](c2cn(C(C)=O)c3ccccc23)[C@H]1CCCO	1	0.8	-7	-10	1	0	-2	0	-10
O=C(Nc1ccc(Cl)cc1)N1CCN(c2ccccc2)CC1	-8	1.2	-20	-5	2	3	2	4	-3
CC(C)=N/N=C(\N)SCc1ccccc1	-1	1.4	-11	29	-1	nt	1	-6	3
O=C(NCc1ccc(F)cc1)Nc1cccc([N+](=O)[O-])c1	0	-1.1	-11	0	-1	-3	0	4	5
COc1ccccc1NC(=S)N1CCCC1	2	2.2	-15	-14	3	0	-1	4	9
CC(=O)N1c2ccc(Cl)cc2C2C=CCC2C1c1cccc2ccccc12 (configuration not stated)	1	1.0	-2	11	-3	4	2	3	11
CCc1ccc2c(c1)C1(NN=C(c3cccc4ccccc34)S1)C(=O)N2 (configuration not stated)	-7	-0.7	0	-3	-3	-1	-4	4	3
CCCCNC(=O)N1CCN(Cc2ccc(F)cc2)CC1	-3	0.3	1	6	-2	-2	1	2	-13

High-throughput results from PubChem.

An unsorted share of the library; any-hit rate near 3.6%.
